FLuc inh: blocks purified firefly luciferase enzyme activity. Potency, µM (titrated, usually from 115 µM), inactives show top-dose activity change, negative = inhibition, most hits filed as inhibitors. AID 1347043. hit rate 2.5% among 76,000. purified P. pyralis luciferase, luminescence, biochemical. P08659; also: potency is read from the fitted curve at half-maximal effect; nearly all actives have a fitted effect of over 65% in size
Target sequence (P08659 whole entry, looked up): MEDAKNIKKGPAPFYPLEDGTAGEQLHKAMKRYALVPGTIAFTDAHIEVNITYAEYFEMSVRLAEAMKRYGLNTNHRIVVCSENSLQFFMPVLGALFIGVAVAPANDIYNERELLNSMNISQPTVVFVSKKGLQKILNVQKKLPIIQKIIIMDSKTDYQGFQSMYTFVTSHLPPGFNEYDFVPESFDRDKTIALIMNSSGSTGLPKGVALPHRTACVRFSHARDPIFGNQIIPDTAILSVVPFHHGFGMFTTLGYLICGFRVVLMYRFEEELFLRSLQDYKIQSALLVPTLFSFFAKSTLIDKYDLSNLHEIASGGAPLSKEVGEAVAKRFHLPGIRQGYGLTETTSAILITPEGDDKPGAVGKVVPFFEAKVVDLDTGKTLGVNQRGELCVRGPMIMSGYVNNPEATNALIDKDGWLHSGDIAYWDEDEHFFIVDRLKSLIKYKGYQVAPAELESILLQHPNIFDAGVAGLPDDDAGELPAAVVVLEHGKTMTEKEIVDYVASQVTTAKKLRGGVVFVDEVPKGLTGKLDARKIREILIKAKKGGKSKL
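Luminescence read by CCD imager after adding enzyme (10nM final) to wells holding compound, titrated in qHTS. Substrates 10uM each D-luciferin and ATP; buffer 50mM Tris acetate pH 7.5, 10mM Mg acetate, Tween-20, BSA.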
NIH3T3 tox: NIH 3T3 cell cytotoxicity. NIH 3T3 viability, CellTiter-Glo ATP luminescence, 48-72 h. Potency, µM (top dose mostly 96.7 µM), inactives show at the top dose activity change, negative = cytotoxicity, actives largely listed as inhibitors. hit rate 4.3% among 94,000. AID 1345082; also: potency is read from the fitted curve at half-maximal effect; nearly all actives have a fitted effect of over 55% in size
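Cytotoxicity is measured as loss of cellular ATP: NIH 3T3 cells (400/well) are exposed to compound for 48 or 72 hr at 37 °C, then CellTiter-Glo luminescence is imaged after 10 min at room temperature.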
GPT2 inhibitor: blocks human glutamate pyruvate transaminase 2 | Q8TD30 | Recombinant GPT2, coupled pyruvate oxidase/HRP Amplex Red fluorescence | Potency, µM (series often up to 57.7 µM), without a hit: at the highest dose activity change, negative = inhibition, most hits filed as inhibitors | hit rate 0.25% among 100,000; also: potency is read from the fitted curve at half-maximal effect; nearly all actives have a fitted effect of over 60% in size; many of its hits are not listed in these tables
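Recombinant GPT2 (10ng/uL) with 250uM a-KG and 2mM L-alanine, 30 min at room temperature, in HEPES pH 7.5 buffer. Pyruvate detected by pyruvate oxidase/HRP/Amplex Red fluorescence after 30 min in the dark; AOA (50uM) as positive control.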
HEK293 tox: kills HEK 293 cells. HEK 293 viability, ATP luminescence (CellTiter-Glo), 48-72 h. Potency, µM (highest dose often 115 µM), for inactives: at the top dose activity change, negative = cytotoxicity, actives largely listed as inhibitors. hit rate 6.6% among 94,000. AID 1345083; also: potency is read from the fitted curve at half-maximal effect; nearly all actives have a fitted effect of over 60% in size
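ATP-coupled CellTiter-Glo luminescence served as viability read-out, recorded 10 min after reagent addition at room temperature. HEK 293 cells, 250 cells/well, had been incubated with pintool-transferred compound for 48 or 72 hr at 37 degree Celsius.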
SNCA expr inh: inhibitors of alpha-synuclein (SNCA) gene expression | HEK-293 SNCA-luciferase knock-in, luminescence, 24 h | Potency, µM (highest dose often 57.2 µM), without a hit: top-dose activity change, negative = inhibition, actives largely listed as inhibitors | hit rate 0.17% among 140,000;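 also: potency is read from the fitted curve at half-maximal effect; plate controls were DMSO cells for no effect and cell-free wells for full effect; nearly all actives have a fitted effect of over 45% in size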
IP6K1 inhibitor: IP6K1 kinase inhibition. Q92551. IP6K1 kinase, ADP-Glo luminescence, 2 h; hits give low values. activity change, % (series mostly up to about 58 µM). hit rate 0.81% among 140,000; in the data active = activity change below about -25%
Target sequence (Q92551 whole entry, looked up): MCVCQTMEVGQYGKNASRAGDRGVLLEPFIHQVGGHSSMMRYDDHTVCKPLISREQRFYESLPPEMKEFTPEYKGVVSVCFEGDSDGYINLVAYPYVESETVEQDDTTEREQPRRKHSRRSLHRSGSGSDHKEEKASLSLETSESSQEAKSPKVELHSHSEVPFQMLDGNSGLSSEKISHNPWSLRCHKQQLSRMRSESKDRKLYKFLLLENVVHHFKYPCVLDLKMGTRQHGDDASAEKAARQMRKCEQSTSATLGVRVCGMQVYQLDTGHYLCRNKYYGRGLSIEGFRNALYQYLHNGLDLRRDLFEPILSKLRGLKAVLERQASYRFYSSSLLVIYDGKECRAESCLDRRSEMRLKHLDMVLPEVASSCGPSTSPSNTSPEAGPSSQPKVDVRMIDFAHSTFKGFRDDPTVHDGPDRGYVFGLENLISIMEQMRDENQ
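ADP-Glo luminescence measures ADP made by human IP6K1 during a 2 h RT reaction with ATP/IP6 (mix at 1.3 mM/130 uM); top library doses 57.5 and 19.1 uM final.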
SNCA viab count: reduces viability of HEK-293 SNCA reporter cells; Potency, µM (doses to about 57.1 µM), for the others: at the highest dose activity change, negative = cytotoxicity, most hits filed as cytotoxic; HEK-293-SNCA-luc viability, GF-AFC fluorescence, 24 h; hit rate 0.12% among 150,000; AID 1671193;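 also: potency is read from the fitted curve at half-maximal effect; 0% = DMSO-treated cells and -100% = medium-only wells without cells; nearly all actives have a fitted effect of over 30% in size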
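Cytotoxicity counterscreen: after 24 h compound treatment of genome-edited SNCA-luciferase HEK-293 cells, live-cell protease substrate GF-AFC read by fluorescence after 30 min; activity scaled between DMSO (0%) and medium-only (-100%), curves Hill-fitted.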
Active calls of the source: *; i = inactive; ? = inconclusive; . = no result given; [ ] = remark or other dose. Unless noted, calls follow the shape of the dose curve; as a rule, active = well fitted curve in the direction sought with a large enough effect; inconclusive = small, poorly fitted or top-dose-only effect, or another doubt; inactive = no such curve, though single readings can be large; an effect the other way counts as inactive or inconclusive. Unless noted, % is scaled to controls: 0 for no effect and ±100 for the full control effect.

SMILES | FLuc inh | NIH3T3 tox | GPT2 inhibitor | HEK293 tox | SNCA expr inh | IP6K1 inhibitor | SNCA viab count
CNC(=O)C(C)(C)N1CCC[C@H]1C(=O)NC1CCCC1 | -7.3%[230 µM] | -3.9%[174 µM] | i | 1.0%[230 µM] | 0.0%[87.6 µM] | 8.9 | -1.3%[87.6 µM]
N#Cc1ccc(C2CCCc3cncn32)cc1 (stereo not drawn) | . | . | i | . | . | -10.1 | -0.5%[23.9 µM]
COc1cncc([C@@H](NC(=O)c2scc3c2OCCO3)C2CC(O)C2)c1 (stereo partly drawn) | -2.6% | -7.0% | i | -2.4% | 11.6% | -3.7 | -14.0%
C[S+](=O)([O-])N1CCN(C(=O)c2nc3cccnc3n(Cc3ccccc3)c2=O)CC1 | . | -17.6% | i | -4.1% | 15.3% | 7.6 | 3.0%[12.5 µM]
COc1cccc(C2=NS(=O)(=O)N(C)C(C(=O)Nc3cccc(O)c3)=C2)c1 | . | . | . | . | 9.9% | 3.6 | 8.1%
Cn1cc(CN2CCOC[C@H](Oc3ccccc3)C2)cn1 | 2.0%[230 µM] | i | i | i | 14.8%[87.6 µM] | -7.4 | 1.1%[87.6 µM]
CC(C)c1cnc2c(c1SCC(=O)NCc1ccccc1Cl)c(=O)n(C)c(=O)n2C | . | . | . | . | 23.1% | 17.8 | 0.9%
CCOc1ccc(CCNC(=O)c2cc3cc4cc(OC)ccc4nc3s2)cc1OCC | . | . | . | . | 61.3%[activator] | -7.3 | 10.8%
Cn1c(SCC(=O)N2CCOCC2)ncc(C(=O)Nc2ccc(F)cc2)c1=O | . | . | . | . | 23.4% | -8.6 | -5.4%
Cc1nn(-c2ccccc2)c2c1C(C(C)C)N(C1CCN(C(=O)c3ccccc3)CC1)C2=O (stereo not drawn) | . | ? | . | 44.7µM* | . | 7.7 | .
COCCNC(=O)c1c(C)noc1-c1cc(OC)c(OC)c(OC)c1 | -2.7% | -3.8% | -2.4% | -0.9% | 23.4% | 5.2 | 1.3%
COc1ccc(C2Cn3nnc(-c4noc(Cc5cccc(F)c5)n4)c3CO2)cc1 (stereo not drawn) | 6.1% | ? | ? | ? | -1.4% | -2.2 | 2.2%
Cc1ccc(-c2nocc2CCC(=O)NCc2ccc(F)cc2Cl)cc1 | -26.9% | ? | i | ? | 14.8% | 10.7 | 5.5%
COCCNC(=O)[C@H]1C[C@H](Oc2cccnc2)CN1C(=O)NCc1ccc(C)cc1 | 1.0% | i | -6.4% | i | ? | -0.2 | ?
CCn1cc(CN2CCN(C(=O)C3CCCNC3)CC2)ccc1=O (stereo not drawn) | -5.8% | 0.7% | i | -11.7% | 8.2% | -4.3 | 4.2%
COc1ccc(NC(=O)NC2COc3ccccc3C2)c(OC)c1 (stereo not drawn) | . | . | . | . | -4.1% | 4.0 | 7.1%
Cc1cc(NC(=O)N(C)CCc2c(C)nn(C)c2C)ccc1Br | . | . | . | . | 31.2%[activator] | -1.1 | -4.3%
Cc1ccc(-c2cn3c(n2)sc2cc(C(=O)NCc4cccs4)ccc23)cc1 | . | . | . | . | 66.4%[activator] | 7.1 | -8.0%
O=C(c1ccc(N2CC3CC(C2)[C@H]2CCCC(=O)N2C3)nc1)N1CCCCC1 (stereo partly drawn) | 0.0% | i | i | -4.7% | 14.3% | 0.9 | 4.0%
Cc1ccc(-c2c(C(=O)CF)n(CCCO)c3ncnc(N)c23)cc1 | . | . | i | . | . | -10.7 | -21.0%

Among those listed so far, these have an aryl thioether with sulfur outside any ring.
SMILES | FLuc inh | NIH3T3 tox | GPT2 inhibitor | HEK293 tox | SNCA expr inh | IP6K1 inhibitor | SNCA viab count
CC(C)c1cnc2c(c1SCC(=O)NCc1ccccc1Cl)c(=O)n(C)c(=O)n2C | . | . | . | . | 23.1% | 17.8 | 0.9%
Cn1c(SCC(=O)N2CCOCC2)ncc(C(=O)Nc2ccc(F)cc2)c1=O | . | . | . | . | 23.4% | -8.6 | -5.4%

Continuation:
SMILES | FLuc inh | NIH3T3 tox | GPT2 inhibitor | HEK293 tox | SNCA expr inh | IP6K1 inhibitor | SNCA viab count
COc1ccc(NC(=O)c2cc3nc(-c4ccc(C)c(C)c4)cc(C(F)(F)F)n3n2)cc1 | . | . | . | . | -4.3% | -10.5 | -0.4%
CNC(=O)[C@@H]1CN(C(=O)COc2cccc(C)c2)C[C@H]1CO | -1.3% | -0.4% | 4.6% | -2.6% | 27.9% | 15.9 | 0.9%
CC1(C)CCCC2(C)C=C(C(=O)O)C(O)CC12 (stereo not drawn) | . | . | ? | . | . | -11.4 | -4.3%
Cc1cccc(NC(=O)CCS(=O)(=O)c2cccc3nsnc23)c1C | . | . | . | . | -0.1% | 39.2 | -5.5%
O=C(c1ccc(F)cc1)N1CCC(c2nn(Cc3ccccc3)c(=O)[nH]2)CC1 | -12.4% | -10.1% | ? | -11.1% | 7.4% | -1.1 | 8.1%
COc1ccc(C(=O)N2CCOC[C@H](Oc3ccc(C(F)(F)F)cc3)C2)cc1 | -3.5%[172 µM] | ? | i | ? | -23.3%[87.6 µM] | 2.9 | -1.8%[87.6 µM]
CCCN(CCC)CCCNC(=O)c1cc2c(=O)oc3ccc(C)cc3c2s1 | . | . | . | . | 0.8% | 13.0 | -15.2%
CCOC(=O)c1c(-c2ccc(C)cc2)csc1NC(=O)c1nc(SC(C)C)ncc1Cl | . | . | . | . | -13.5% | 7.1 | 8.0%
CCc1ccc(N2C(=O)CS(=O)(=O)C23C(=O)N(Cc2ccccc2)c2ccccc23)cc1 (stereo not drawn) | . | . | . | . | -18.2% | 4.2 | 7.9%
NC(=O)[C@@H](Cc1ccccc1)NC(=O)[C@@H]1C[C@@H](NC(=O)c2cnccn2)CCN1C(=O)CSCC(=O)O | -5.8% | 4.6% | -8.5% | 0.4% | -20.0% | -9.6 | 5.1%
CCOC(=O)c1cccc(NC(=O)C2(S(=O)(=O)c3ccc(C)cc3)CC2)c1 | . | . | . | . | -1.7% | -6.6 | 14.3%
O=C(c1ccccc1)N1CCCC(CN2CCOCC2)CC1 (stereo not drawn) | -9.4% | -23.3% | i | -19.6% | 6.2% | -6.2 | -3.0%
Oc1c(C(c2ccccc2Cl)N2CCN(Cc3ccccc3)CC2)sc2nc(-c3ccco3)nn12 (stereo not drawn) | . | . | . | . | -23.3% | -19.8 | -2.3%
CC(C)(C)OC(=O)NCCCC(=O)NCc1ccnc2[nH]ccc12 | 7.7% | -9.9% | -1.2% | -2.5% | 0.1% | -5.5 | 1.1%
Cn1ccnc1CN1C(=O)CO[C@H](c2ccc(NC(=O)c3ccnc(Cl)c3)cc2)[C@H]1CO | -11.4% | 0.4% | -12.3% | i | 0.9% | -1.4 | -4.3%
Cc1ccc(-n2nc3c(N4CCC(C(=O)NCc5ccccc5Cl)CC4)nnc(C)c3c2C)cc1 | . | . | . | . | -3.9% | 2.1 | 0.8%
OCC1=C[C@@H](O)[C@@H]2C=CO[C@@H](O[C@@H]3O[C@H](CO)[C@@H](O)[C@H](O)[C@H]3O)[C@H]12 | . | . | i | . | . | -5.7 | -3.5%
Cc1nc(N2CCC(NC(=O)CNC(=O)c3ccccc3)CC2)cc(C(F)(F)F)n1 | 0.4% | -5.8% | i | 7.0% | 4.5% | -11.6 | 3.5%
CCOc1cc(=O)n2c(c1C(=O)NCc1ccccc1F)CCCC2 | 5.2% | 3.7% | i | 12.6% | -12.1% | -8.3 | -1.5%
CC1(COc2cccnc2)COc2ccc(C(=O)Nc3ccc4[nH]ccc4c3)cc2N1 (stereo not drawn) | 39.8µM* | 89.1µM* | 4.8%[88.5 µM] | ? | ? | -9.6 | -16.8%[87.6 µM]
CCNC(=O)C1C(c2cccc(NC(=O)c3cccc(C)c3)c2)OC(=O)N1Cc1cccc(Cl)c1 (stereo not drawn) | ? | ? | i | 28.2µM* | 68.0%[activator] | -11.0 | -16.1%
O=C(Cc1ccccc1F)N1CCC(c2n[nH]c(=O)n2-c2ccccc2)CC1 | 1.9% | -11.8% | -1.5% | 6.1% | 5.5% | -0.5 | 7.6%
O=C(NCCc1noc(-c2ccccc2)n1)C1NCCc2[nH]cnc21 (stereo not drawn) | -9.7% | -17.1% | i | -7.8% | 4.9% | 18.1 | -13.6%
Cc1ccccc1NC(=O)c1sc2nc(-c3cc4ccccc4oc3=O)[nH]c(=O)c2c1C | . | . | . | . | -27.3% | -1.3 | 10.6%
COc1cccc(OC)c1C(=O)N1CC(=O)N(CCOc2ccccc2)CC(O)C1 (stereo not drawn) | . | ? | . | ? | . | -0.9 | .
Clc1ccc(C2Cn3nnc(-c4noc(CCc5ccccc5)n4)c3CO2)cc1 (stereo not drawn) | -5.2% | -13.2% | 4.4% | -22.6% | -20.3% | -17.8 | ?
CC(c1ccc(-c2ccc(CO)cc2CO)cc1)N1CCCC1 (stereo not drawn) | 8.9% | 4.3% | -6.6% | -17.7% | 53.4%[activator] | -1.5 | 6.2%
COC(=O)N1CCc2nc(C(C)C)nc(-c3ccc(O)cc3)c2C1 | 9.1%[172 µM] | -25.0%[138 µM] | 2.7%[88.5 µM] | -3.3%[172 µM] | -21.7%[87.6 µM] | -2.7 | 0.9%[87.6 µM]

Ordered by molecular weight (lowest first): 4 of the compounds above
SMILES | FLuc inh | NIH3T3 tox | GPT2 inhibitor | HEK293 tox | SNCA expr inh | IP6K1 inhibitor | SNCA viab count
CCOc1cc(=O)n2c(c1C(=O)NCc1ccccc1F)CCCC2 | 5.2% | 3.7% | i | 12.6% | -12.1% | -8.3 | -1.5%
COCCNC(=O)c1c(C)noc1-c1cc(OC)c(OC)c(OC)c1 | -2.7% | -3.8% | -2.4% | -0.9% | 23.4% | 5.2 | 1.3%
COc1cccc(C2=NS(=O)(=O)N(C)C(C(=O)Nc3cccc(O)c3)=C2)c1 | . | . | . | . | 9.9% | 3.6 | 8.1%
COc1cccc(OC)c1C(=O)N1CC(=O)N(CCOc2ccccc2)CC(O)C1 (stereo not drawn) | . | ? | . | ? | . | -0.9 | .

Not all compounds are listed; rates above refer to the full screens.
